RTF Ca sens inh: cardiac RTF calcium desensitization. IANBD-labeled cardiac RTF, Ca2+ fluorescence. P19429+P45379. inhibition, % at 7.15 µM. AID 493244. 0.12% of 340,000 active;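 active = inhibition above the mean inhibition of all tested compounds plus 3 SD, cut at about 17% in these data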;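 also: assay run at fixed EC70 calcium of 1.6 mM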
C-LANA FP: blocks KSHV LANA C-terminal domain binding to DNA; MBP-C-LANA/FAM-LBS DNA binding, fluorescence polarization; inhibition, % at 9 µM; 0.078% of 340,000 active; AID 504423;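 active = highest replicate inhibition at or above 60% at 9 µM, even if other replicates fall short; inactive = all replicates below 60% inhibition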;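 also: 0% = neutral control wells and 100% = 4 µM acridine orange control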
Arrestin-AP2 inh: inhibitors of human beta-arrestin and AP2 interaction; 0.31% of 340,000 active; inhibition, % at 10 µM; FITC-arrestin peptide / GST-AP2 beads, flow cytometry; AP2 beta2 appendage carries R879A mutation;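 active = inhibition above a set limit, near 3 SD of compounds lacking own fluorescence, cut at about 54% in these data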;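 also: plate controls were DMSO wells for no effect and 5 µM unlabelled arrestin peptide for full effect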
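Assay system: GST-AP2 R879A bound to glutathione beads, E. coli-expressed; Medium: PBS with 0.05% Tween 20 and 0.1% BSA; Also added: fluorescein-tagged arrestin peptide at 50 nM final; Timing: 12 min plus 1 h, RT; Measured by: flow cytometry, FL1 (488/535 nm); Evaluation: percent drop in bead-associated FITC signal.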
PKA-R2B activ: PKA-R2B complex activation | P22694+P31323 | PKA-R2B holoenzyme dissociation, Cy5-IP20 fluorescence polarization; R2B truncated from residue 108, S112A mutant; 0% DMSO only, 100% 113 µM cGMP | activation, % at 11.4 µM | 0.079% of 340,000 active | AID 504700;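 active = activation above a cutoff set at the mean over all compounds plus 3 SD, cut at about 18% in these data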;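 also: higher means more holoenzyme dissociation and a rise in polarization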
Target sequence (P31323 whole entry, looked up, other chains not shown, the tested form may be a part): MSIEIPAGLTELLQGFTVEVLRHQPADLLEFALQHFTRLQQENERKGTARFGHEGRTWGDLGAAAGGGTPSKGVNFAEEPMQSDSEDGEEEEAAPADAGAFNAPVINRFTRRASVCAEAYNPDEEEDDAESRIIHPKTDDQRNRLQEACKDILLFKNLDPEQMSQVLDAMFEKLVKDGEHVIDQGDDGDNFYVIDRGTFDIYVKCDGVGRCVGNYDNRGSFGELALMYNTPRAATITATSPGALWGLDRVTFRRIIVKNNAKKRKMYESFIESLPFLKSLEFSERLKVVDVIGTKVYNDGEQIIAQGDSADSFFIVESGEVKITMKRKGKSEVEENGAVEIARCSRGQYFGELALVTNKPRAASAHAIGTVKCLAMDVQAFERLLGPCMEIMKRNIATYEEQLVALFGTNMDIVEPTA
SR-BI DiI inh: mouse SR-BI HDL lipid transfer inhibition. 0.96% of 320,000 active. Q61009. inhibition, % at 12.5 µM. ldlA[mSR-BI] CHO cells, DiI-HDL uptake fluorescence, 3 h;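 active = mean replicate inhibition of at least 70% and a set share of replicates each scoring 70 or more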;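 also: 0% = median of neutral control wells and 100% = median of positive control wells; values of inactives mirror those of a sister screen read the other way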
DAGLB inhibitor: blocks human DAGLB lipase activity. Q8NCG7. HEK293T DAGLB membrane lysate, EnzChek fluorogenic substrate. inhibition, % at 5.17 µM. 0.059% of 340,000 active. AID 504411; in the data active = inhibition above about 34%;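 also: 0% = enzyme with vehicle and 100% = wells lacking enzyme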
SR-BI DiI-HDL act: activators of SR-BI mediated HDL lipid uptake; CHO ldlA[mSR-BI] cells, DiI-HDL uptake fluorescence, 3 h; 100 = double the neutral-control signal; activation, % at 12.5 µM; 0.096% of 320,000 active; AID 504775;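 active = mean replicate activation of at least 60% and every replicate at or above 60%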;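 also: 0% = median plate neutral-control signal and 100% = twice that signal; values of inactives mirror those of a sister screen read the other way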
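System: LDL receptor-deficient CHO ldlA cells overexpressing murine SR-BI | Timing: 3 h uptake period with compound, 37 °C | Medium: HEPES-buffered (25 mM, pH 7.4) F12 plus 0.5% BSA | Dosing: Single-point compound dose | Signal: Bottom-read fluorescence, 550/595 nm | Read-out: Retained DiI signal reflecting DiI-HDL uptake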
NSD2 HMT inh: blocks human histone methyltransferase NSD2. inhibition, % at 12.5 µM. O96028. 0.54% of 310,000 active. NSD2 peptide methylation, AlphaScreen, 120 min; in the data active = inhibition above about 50%
PvdQ inh: blocks Pseudomonas aeruginosa PvdQ acylase activity; inhibition, % at 10 µM; 0.063% of 340,000 active; purified PvdQ acylase, fluorescence plate reader; in the data active = inhibition above about 30%, passing the limit was not always enough;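 also: 0% = vehicle neutral wells and 100% = reference inhibitor wells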
Keap1 Nrf2 FP: inhibitors of human Keap1-Nrf2 protein-protein interaction. Q14145. Keap1 Kelch-Nrf2 peptide fluorescence polarization, 1536-well. inhibition, % at 9.4 µM. 0.15% of 340,000 active; in the data active = inhibition above about 12%;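 also: human Keap1 Kelch domain with fluorescein labeled Nrf2 9mer peptide probe; 0% = neutral control wells and 100% = peptide positive control; higher means more block of Keap1 binding to Nrf2 peptide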
Target sequence (Q14145 whole entry, looked up, the tested form may be a part): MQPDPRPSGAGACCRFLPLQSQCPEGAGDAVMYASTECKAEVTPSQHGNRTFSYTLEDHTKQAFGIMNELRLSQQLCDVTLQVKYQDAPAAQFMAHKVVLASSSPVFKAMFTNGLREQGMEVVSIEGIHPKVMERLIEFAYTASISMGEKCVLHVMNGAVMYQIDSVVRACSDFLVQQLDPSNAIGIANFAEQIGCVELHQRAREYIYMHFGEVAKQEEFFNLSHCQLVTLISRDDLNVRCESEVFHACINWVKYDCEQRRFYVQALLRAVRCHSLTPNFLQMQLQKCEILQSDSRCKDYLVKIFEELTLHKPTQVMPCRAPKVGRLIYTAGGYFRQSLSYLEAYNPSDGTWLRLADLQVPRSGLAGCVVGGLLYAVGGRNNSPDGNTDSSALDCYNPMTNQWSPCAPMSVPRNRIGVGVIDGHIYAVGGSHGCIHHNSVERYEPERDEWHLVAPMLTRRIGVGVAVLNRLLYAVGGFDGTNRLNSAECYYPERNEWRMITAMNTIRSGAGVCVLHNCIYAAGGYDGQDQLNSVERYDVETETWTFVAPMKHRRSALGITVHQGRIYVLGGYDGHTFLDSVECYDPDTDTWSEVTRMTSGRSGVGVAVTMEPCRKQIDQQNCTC
* marks the source's active call; other numbers are inactive results; . = no result given.

SMILES | RTF Ca sens inh | C-LANA FP | Arrestin-AP2 inh | PKA-R2B activ | SR-BI DiI inh | DAGLB inhibitor | SR-BI DiI-HDL act | NSD2 HMT inh | PvdQ inh | Keap1 Nrf2 FP
CC(C)N(C(=O)[C@H]1C[C@H](CC(=O)NCC23CC4CC(CC(C4)C2)C3)C(=O)N2CCc3c([nH]c4cc(CCC(=O)N(C)C)ccc34)[C@]12C)C(C)C | -5 | 1.4 | 10 | -1 | 42 | 8 | -42 | . | -10 | 1
CSc1ccccc1C(=O)Nc1nccs1 | 2 | -0.4 | 12 | -4 | -18 | 6 | 18 | 2 | 1 | -1
CC1(C)CC(=O)C=C(Nc2cccc(Cl)c2Cl)C1 | -8 | -1.4 | -11 | 1 | -43 | -1 | 43 | 0 | -6 | 0
O=C(Nc1cccc2cccnc12)c1ccccc1Br | 0 | -0.5 | 25 | -12 | 13 | -9 | -13 | -4 | 12 | 0
COc1ccc(CC(=O)Nc2ccccc2-c2ccccc2)cc1OC | -1 | -2.4 | 2 | 5 | -2 | 0 | 2 | -1 | -7 | -3
S=C(/N=c1/sccn1Cc1ccccc1)NC1CC1 | -14 | 0.5 | 0 | -2 | 12 | 0 | -12 | 26 | -8 | -7
COc1cccc(OCc2cc(C(=O)NCC3CCCCC3)no2)c1 | 0 | 1.1 | -2 | -15 | 6 | -3 | -6 | 0 | -9 | -4
Nc1nc(SCC(=O)NC2CCCCC2)n[nH]1 | -6 | 1.0 | 8 | -11 | -16 | 1 | 16 | -2 | 12 | -3
Cc1onc(-c2c(Cl)cccc2Cl)c1C(=O)N1CCc2ccccc2C1 | -1 | -2.7 | 16 | -3 | -10 | -2 | 10 | 1 | -9 | 2
CCn1cc(C(=O)O)c(=O)c2cc(OC)ccc21 | -1 | 0.2 | 9 | 0 | -10 | 1 | 10 | 5 | -4 | 4
Cn1nnc2cc(C(=O)NCc3ccco3)ccc21 | 1 | 0.6 | -2 | 6 | 11 | 3 | -11 | -1 | -8 | -5
O=C(COC(=O)c1cncc(Br)c1)NCc1cccs1 | -4 | -4.4 | -10 | -12 | -28 | 1 | 28 | 0 | -9 | -1
CCOC(=O)Cn1cnc2scc(-c3ccc(C)c(C)c3)c2c1=O | -3 | 0.8 | -22 | -3 | 2 | -3 | -2 | -2 | -16 | 2
S=c1[nH]nc(-c2ccccc2)n1/N=C/C=C/c1ccco1 | 7 | -0.4 | -2 | -1 | 20 | 2 | -20 | 6 | -12 | -2
O=C(CCc1ccncc1)N1CCCC(Nc2ccc(F)c(F)c2)C1 (configuration not stated) | -7 | 1.1 | -25 | 3 | -8 | -1 | 8 | 3 | -7 | -3
COc1cc2[nH]c(=O)n(CCCCCC(=O)N3CCN(c4ccccc4)CC3)c(=O)c2cc1OC | -1 | -0.3 | -2 | -7 | 36 | 0 | -36 | 1 | -10 | -2
C[C@H]1C(=O)N(C)CCN1C(=O)c1cccc(OC2CCN(CC(C)(C)C)CC2)c1 | -4 | 6.2 | -6 | 5 | -5 | -6 | 5 | 7 | 12 | 7
COc1ccc(N2CC(C(=O)Nc3ccc(F)cc3F)CC2=O)cc1 (configuration not stated) | 7 | 0.3 | 20 | -1 | -22 | 1 | 22 | -1 | 14 | -1
O=C(NCc1ccncc1)c1cncc(Br)c1 | 4 | 0.9 | 11 | -3 | -5 | 0 | 5 | -1 | -1 | -9
O=C(c1ccccc1-c1nc(-c2ccccc2)no1)N1CCCC1 | 2 | 0.3 | 4 | 12 | 22 | 0 | -22 | 1 | -6 | -3
CN1CCN(C(=O)/C(C#N)=C/c2ccc(F)cc2)CC1 | 4 | 0.1 | 21 | -3 | -19 | -3 | 19 | 0 | 13 | -5
O=C(c1c[nH]c2ccc(F)cc2c1=O)N1CCCCCC1 | -6 | -0.5 | 13 | -2 | -3 | -1 | 3 | 0 | 10 | -3
c1ccc(OCc2nn3c(-c4ccncc4)nnc3s2)cc1 | -8 | -0.6 | 10 | 1 | -16 | 0 | 16 | -1 | -5 | 1
C=CC[C@H](CC(=O)NCCO)C(=O)N[C@@H](COC(=O)[C@@H](CC=C)Cc1ccc(F)cc1)Cc1ccccc1 | 9 | 1.5 | -3 | -5 | 50 | 3 | -50 | . | -12 | -1
CN1CCN(C(c2ccc(F)cc2)c2ccc3cccnc3c2O)CC1 (configuration not stated) | 7 | -0.4 | -3 | -6 | -10 | 1 | 10 | 12 | -14 | -5
SMILES | RTF Ca sens inh | C-LANA FP | Arrestin-AP2 inh | PKA-R2B activ | SR-BI DiI inh | DAGLB inhibitor | SR-BI DiI-HDL act | NSD2 HMT inh | PvdQ inh | Keap1 Nrf2 FP
CCOC(=O)CSc1nc2c(sc3ccc([N+](=O)[O-])cc32)c(=O)n1Cc1ccco1 | -13 | 2.3 | -3 | -4 | 9 | -2 | -9 | -1 | -4 | -2
O=C1NC(c2ccccc2)Cc2ccncc21 (configuration not stated) | -7 | 0.3 | 37 | -2 | -37 | 2 | 37 | -1 | 10 | 2
CC1(c2nnc(-c3ccccc3)o2)CC(c2ccncc2)=NO1 (configuration not stated) | -6 | -0.6 | 1 | -3 | 4 | 0 | -4 | . | -15 | -2
C=CCn1c(-c2ccccc2)nc2nc3ccccc3nc21 | 3 | 1.5 | -3 | 2 | 8 | -1 | -8 | 0 | -10 | -5
CC(=O)n1nc(-c2cccc(C)c2)nc1SCC(=O)Nc1ccccc1 | 2 | -1.2 | -1 | 7 | -4 | 1 | 4 | -4 | -14 | -7
COC(=O)C1CCN(C(=O)c2ccccc2NC(C)=O)CC1 | 2 | 0.3 | 1 | -6 | -1 | 1 | 1 | 14 | -18 | 0
CC(Sc1ncccn1)C(=O)NC1(C#N)CCCCC1 (configuration not stated) | 3 | 1.4 | -10 | -4 | -14 | 0 | 14 | -2 | 2 | -4
CCN(C(=O)CSc1nc2ccccc2o1)C1CCS(=O)(=O)C1 (configuration not stated) | -2 | 0.6 | -10 | -7 | -7 | 1 | 7 | -1 | -9 | 0
COc1cccc(/C=N/N2C(=O)CSC2=S)c1O | -3 | 0.4 | 14 | 0 | -20 | 4 | 20 | -32 | 0 | 0
COc1cc(OC)c2ccc(=O)oc2c1C(CCN1CCCC(C)C1)c1ccc2c(c1)OCO2 (configuration not stated) | 2 | 0.6 | 4 | -5 | 27 | -1 | -27 | . | 15 | -4
Cn1c(CN2CCOCC2)nnc1SCC(N)=O | 0 | -1.1 | -2 | -12 | . | -2 | . | -6 | -5 | -4
C=C(C)CN(CC)C(=O)CN1C(=O)NC2(CCCc3ccccc32)C1=O (configuration not stated) | -1 | 0.1 | 8 | 4 | 20 | -3 | -20 | -3 | 5 | -4
Cc1ccc(S(=O)(=O)N2CCC(NC(=O)c3cccc(F)c3)CC2)cc1 | 1 | -2.0 | 3 | 0 | 11 | -4 | -11 | 1 | 5 | -3
Cc1ccc(-n2[nH]c(C)c(C=Nc3ccc(C)cn3)c2=O)cc1 | -6 | 0.1 | -7 | 6 | 5 | 0 | -5 | -1 | -12 | -6
COc1ccc(C(=S)N2CCC(C(N)=O)CC2)cc1Br | -5 | -1.1 | 1 | -2 | -15 | -1 | 15 | -3 | -10 | 4
CC(C)CC1Nc2ncnc(N3CCN(c4ccccn4)CC3)c2N(Cc2ccc(Cl)cc2)C1=O (configuration not stated) | -7 | 1.2 | -2 | 6 | -1 | -1 | 1 | . | 1 | -5
Cc1cc2ccccc2n1CCNCc1c(C(=O)N2CCOCC2)nc2ccccn12 | -3 | -0.7 | -4 | -1 | 7 | 0 | -7 | -162 | -10 | -5
NC(=O)C1CCN(c2ccc([N+](=O)[O-])cc2Cl)CC1 | 2 | 1.0 | 25 | 1 | -1 | 1 | 1 | -1 | -5 | -1
Cc1ccc(CC(=O)Nc2nccs2)cc1 | -10 | 1.8 | 7 | -2 | 5 | 5 | -5 | -5 | -13 | -6
NS(=O)(=O)c1ccc(N2N=C(c3ccccc3)CC2c2cccc(F)c2)cc1 (configuration not stated) | -5 | 4.9 | 5 | 8 | 34 | 0 | -34 | -9 | -18 | -5
COC(=O)c1[nH]c2c(c1C)C(=O)CC(c1ccc(C)cc1)C2 (configuration not stated) | -2 | 2.5 | -5 | -14 | 35 | -2 | -35 | 0 | -4 | 0
CS(=O)(=O)N(CC(=O)NCCSCc1ccco1)c1ccc(Cl)cc1 | 3 | -0.8 | -16 | -8 | 5 | 0 | -5 | 1 | -7 | -2
O=C1/C(=C\c2ccc(C(F)(F)F)cc2)CSc2sccc21 | 5 | 0.2 | 26 | -3 | -1 | -7 | 1 | -2 | 6 | 2

Reformatted as tab-separated lines: part of the list above.
smiles	RTF Ca sens inh	C-LANA FP	Arrestin-AP2 inh	PKA-R2B activ	SR-BI DiI inh	DAGLB inhibitor	SR-BI DiI-HDL act	NSD2 HMT inh	PvdQ inh	Keap1 Nrf2 FP
Cc1ccc(S(=O)(=O)N2CCC(NC(=O)c3cccc(F)c3)CC2)cc1	1	-2.0	3	0	11	-4	-11	1	5	-3
Cc1ccc(-n2[nH]c(C)c(C=Nc3ccc(C)cn3)c2=O)cc1	-6	0.1	-7	6	5	0	-5	-1	-12	-6
COc1ccc(C(=S)N2CCC(C(N)=O)CC2)cc1Br	-5	-1.1	1	-2	-15	-1	15	-3	-10	4
CC(C)CC1Nc2ncnc(N3CCN(c4ccccn4)CC3)c2N(Cc2ccc(Cl)cc2)C1=O (configuration not stated)	-7	1.2	-2	6	-1	-1	1	.	1	-5
Cc1cc2ccccc2n1CCNCc1c(C(=O)N2CCOCC2)nc2ccccn12	-3	-0.7	-4	-1	7	0	-7	-162	-10	-5
NC(=O)C1CCN(c2ccc([N+](=O)[O-])cc2Cl)CC1	2	1.0	25	1	-1	1	1	-1	-5	-1
Cc1ccc(CC(=O)Nc2nccs2)cc1	-10	1.8	7	-2	5	5	-5	-5	-13	-6
NS(=O)(=O)c1ccc(N2N=C(c3ccccc3)CC2c2cccc(F)c2)cc1 (configuration not stated)	-5	4.9	5	8	34	0	-34	-9	-18	-5
COC(=O)c1[nH]c2c(c1C)C(=O)CC(c1ccc(C)cc1)C2 (configuration not stated)	-2	2.5	-5	-14	35	-2	-35	0	-4	0
CS(=O)(=O)N(CC(=O)NCCSCc1ccco1)c1ccc(Cl)cc1	3	-0.8	-16	-8	5	0	-5	1	-7	-2
O=C1/C(=C\c2ccc(C(F)(F)F)cc2)CSc2sccc21	5	0.2	26	-3	-1	-7	1	-2	6	2

High-throughput results deposited in PubChem by several laboratories.
